TbREL1 primary = TbREL1 inhibition, primary screen; P86926; TbREL1 RNA ligation, FRET fluorescence; inhibition, % at 9.66 µM; 89,000 compounds, 0.49% hits; AID 1117264;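 active = inhibition above the mean inhibition across all screened compounds plus 3 SD, cut at about 11% in these data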;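 note: 0% = plate median of test wells and 100% = NSC42067 control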
Target sequence (P86926 whole entry, looked up): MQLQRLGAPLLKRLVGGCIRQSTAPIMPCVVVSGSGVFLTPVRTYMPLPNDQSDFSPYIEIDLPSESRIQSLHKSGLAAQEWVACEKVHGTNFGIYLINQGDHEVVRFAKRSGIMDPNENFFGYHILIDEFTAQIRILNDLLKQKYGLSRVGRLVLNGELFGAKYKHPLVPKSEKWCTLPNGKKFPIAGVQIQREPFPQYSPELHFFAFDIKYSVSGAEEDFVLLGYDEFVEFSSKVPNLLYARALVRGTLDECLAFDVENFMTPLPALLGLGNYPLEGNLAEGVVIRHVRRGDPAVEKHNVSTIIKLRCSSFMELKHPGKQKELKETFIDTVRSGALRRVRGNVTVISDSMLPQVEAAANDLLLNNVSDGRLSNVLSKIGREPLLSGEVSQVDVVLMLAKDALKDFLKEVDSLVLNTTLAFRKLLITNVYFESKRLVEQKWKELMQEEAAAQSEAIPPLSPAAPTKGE
Active calls of the source: *. These rows are one share of the data. The share of hits here may be higher or lower than overall.

SMILES | TbREL1 primary
CC(C)(C)OC(=O)C[C@H]1C/C=C\C[C@H](CC(=O)N(CCO)Cc2ccccc2)C(=O)N2CCC[C@H]2COC1=O | -3
Cc1nc(CN(C)C(=O)c2cc(COc3c(F)cccc3F)on2)cs1 | -1
Cc1ccc(-n2c(Cc3cccn3C)nnc2SCC(=O)N2CCc3ccccc32)cc1 | -5
COc1ccc([C@H]2[C@H]3C=CC[C@@H](C)[C@@H]3C(=O)N2Cc2ccccc2)cc1Cl | -1
COC(=O)c1ccc(NC(=S)N(Cc2cccnc2)Cc2ccco2)cc1 | -2
CN(C)/C=N/C(=S)Nc1ccccc1 | -4
CC(C)C(NC(=O)COc1ccc2ccccc2c1)C(=O)N/N=C/C=C/c1ccccc1 (stereo unspecified) | -3
CON(C)c1nc(OCCNC(=O)OCc2ccc(Cl)cc2Cl)nc(N(C)C)n1 | -1
Fc1ccccc1-c1cc2ncccc2cn1 | 1
CCCCNC(=O)CN(c1cccc(F)c1)S(C)(=O)=O | 5
O=C(NCc1ccc2c(c1)OCO2)C1(S(=O)(=O)c2ccccc2)CC1 | 1
Cc1ccc(S(=O)(=O)NC(=O)COc2cc(C)ccc2C(C)C)cc1 | 0
Cc1c(C(=O)NCCN2CCOCC2)oc2ccc(S(=O)(=O)N3CCCCCC3)cc12 | -2
COc1ccc(C(=O)Nc2cnn(Cc3c(F)cccc3Cl)c2)cc1OC | 2
Cc1ccc(CNC(=O)C2CCC(=O)N(Cc3cccc(C(F)(F)F)c3)C2)o1 (stereo unspecified) | 4
C/C=C/Cn1c(SC)nc2c1c(=O)[nH]c(=O)n2C | 1
CCOC(=O)C1=C(C)NC(=O)C(C(N)=O)C12CCCC2 (stereo unspecified) | -1
ClCc1nc2ccccc2c2ccccc12 | 7
COCCNC(=O)C(OC(=O)c1cccs1)c1ccccc1 (stereo unspecified) | 3
C1CCCN(CCCCN2CCCCCC2)CC1 | -2
O=C(NCC1COCCO1)C1CCN(S(=O)(=O)c2cccs2)CC1 (stereo unspecified) | -2
COc1ccccc1NC(=O)CSc1nnc(-c2ccccc2)o1 | 3
CCn1c(=O)c(NC(=O)c2ccccc2)c2n(c1=S)CCCCC2 | -1
COc1ccc(-n2nnnc2CNC(=O)C2CC(=O)N(c3ccc(Cl)cc3)C2)cc1 (stereo unspecified) | -1
Cc1ccccc1NC(=O)C1CC(Cl)=CCC1C(=O)O (stereo unspecified) | 0
CC1SCC(NC(=O)c2cccc(Cl)c2)CS1 (stereo unspecified) | 0
COCCn1c(SCC(=O)Nc2ccc(Cl)cn2)nnc1-c1ccncc1 | -1
Cc1cc(C(=O)OCC(=O)N(C)c2c(N)n(Cc3ccccc3)c(=O)[nH]c2=O)c(C)n1-c1ccccc1 | -7
C[C@@H]1CN([C@@H](C)CO)C(=O)c2cccc(NC(=O)C3CCCCC3)c2O[C@@H]1CN(C)C(=O)NC1CCCCC1 | -1
COc1cc(C(=O)OCC(=O)N2CC(C)OC(C)C2)cc(OC)c1OC (stereo unspecified) | 2

Six entries from above in another layout:
TbREL1 primary | structure
1 | C/C=C/Cn1c(SC)nc2c1c(=O)[nH]c(=O)n2C
-2 | O=C(NCC1COCCO1)C1CCN(S(=O)(=O)c2cccs2)CC1 (stereo unspecified)
0 | Cc1ccccc1NC(=O)C1CC(Cl)=CCC1C(=O)O (stereo unspecified)
3 | COCCNC(=O)C(OC(=O)c1cccs1)c1ccccc1 (stereo unspecified)
2 | COc1cc(C(=O)OCC(=O)N2CC(C)OC(C)C2)cc(OC)c1OC (stereo unspecified)
-1 | CCOC(=O)C1=C(C)NC(=O)C(C(N)=O)C12CCCC2 (stereo unspecified)

(cont.)
SMILES | TbREL1 primary
O=C(CCN1C(=O)/C(=C/c2ccc3c(c2)OCO3)SC1=S)NNC(=O)c1cccnc1 | 1
C/C(=C\C(=O)c1ccc(Br)cc1)Nc1cccc(Cl)c1 | 1
CC(NC(=O)c1nn(C)c(=O)c2ccccc12)c1ccc(F)cc1 (stereo unspecified) | -4
COCc1nnc(NC(=O)c2cccs2)s1 | 1
CC#CCN1c2ccccc2[C@]23C[C@@H](C(=O)OC)N(C(=O)C4CCC4)C2=NC(C(=O)OC)=C(C(=O)OC)[C@H]13 | -3
Oc1cccc(-c2nc3ccccc3s2)c1 | 2
O=C(c1ccccc1Oc1ccccc1)N1CCC(Oc2cccnc2)CC1 | 3
CN1C(=O)C(=O)/C(=C(/O)c2ccccc2)C1c1ccc([N+](=O)[O-])cc1 (stereo unspecified) | -3
COC(c1ccccc1)c1c(-c2ccccc2)nn(C)c1Cl (stereo unspecified) | 0
CCCCn1c(N(CCOC(C)=O)C(C)=O)nc2ccccc21 | 0
COc1cc(/C=N/NC(=O)c2cc(-c3ccccc3Cl)nc3ccccc23)cc(OC)c1O | -2
CN(C)c1ccc(CNC(=O)C2(C)Cc3c(-c4ccccc4)ccnc3O2)cc1 (stereo unspecified) | -6
Cc1cc2nnc(SC3CCOC3=O)n2c2ccccc12 (stereo unspecified) | 1
Cn1c(=O)n(C)c2cc(S(=O)(=O)Nc3cc(Cl)ccc3O)ccc21 | 7
CCOC(=O)c1c(C)[nH]c(C(=O)CN2CCN(CC)CC2)c1C | 10

The closing 6 records of the part before lead into the next:
SMILES | TbREL1 primary
CCCCn1c(N(CCOC(C)=O)C(C)=O)nc2ccccc21 | 0
COc1cc(/C=N/NC(=O)c2cc(-c3ccccc3Cl)nc3ccccc23)cc(OC)c1O | -2
CN(C)c1ccc(CNC(=O)C2(C)Cc3c(-c4ccccc4)ccnc3O2)cc1 (stereo unspecified) | -6
Cc1cc2nnc(SC3CCOC3=O)n2c2ccccc12 (stereo unspecified) | 1
Cn1c(=O)n(C)c2cc(S(=O)(=O)Nc3cc(Cl)ccc3O)ccc21 | 7
CCOC(=O)c1c(C)[nH]c(C(=O)CN2CCN(CC)CC2)c1C | 10
CSc1ccc(NC(=O)C2(C)CCN2C(=O)c2ccccc2CCc2ccccc2)cc1 (stereo unspecified) | 1
COc1ccc(-n2cccc2C=O)cc1OC | -2
COc1ccc2[nH]c(=O)c(CN(Cc3cccnc3)C(=O)Nc3ccccc3)cc2c1 | 1
COc1cccc(NC(=O)C2(C)CCN2C(C)C)c1OC (stereo unspecified) | 0
Cc1cc(C)n2c(SCc3ccc(Cl)cc3Cl)nnc2n1 | -1
C=CCNc1oc(Cc2cccc3ccccc23)nc1C#N | -3
Cc1cccc(NC(=S)NNC(=O)c2cccc([N+](=O)[O-])c2)c1 | -10
Cc1nnc(NC(=O)c2ccc3nccnc3c2)s1 | 0
COc1ccccc1-c1noc(-c2ccccc2C(=O)N2CCOCC2)n1 | -1
NS(=O)(=O)c1ccc(CNC(=O)c2csc3c2CCCC3)cc1 | 3
CCNc1nc(NC(C)C)nc(SCCOc2ccc(C)cc2)n1 | 2
CC(=O)c1cn(C)c(=O)c2ccccc12 | 0
CN1CCN(CC2(O)CCN(S(=O)(=O)c3ccc(Cl)cc3)CC2)CC1 | -2
CCOC(=O)Cc1csc(NC(=O)CSc2nnc(-n3nc(C)cc3C)c3ccccc23)n1 | 0
O=C(NC(=S)Nc1ccccc1N1CCCC1)c1ccc(-c2cccc([N+](=O)[O-])c2)o1 | -5
COc1cc(C(O)P(=O)(OC(C)C)OC(C)C)cc(OC)c1OC (stereo unspecified) | 1
CCCCn1c(N)c(N2CCOCC2)c(=O)n(CC(=O)NC(C)c2ccccc2)c1=O (stereo unspecified) | -4
COc1ccc(NC(=O)c2cnc3ccccn3c2=O)c(OC)c1 | -1
COC(=O)C[C@@H]1CC[C@H]2[C@H](COc3ccc(NC(=O)Nc4ccc(Cl)cc4)cc3C(=O)N2C)O1 | -3
CCOC(=O)C(NC(C)=O)(Nc1ccc(S(N)(=O)=O)cc1)C(F)(F)F (stereo unspecified) | 1
CCOC(=O)c1ccc(NC(=O)CSc2nnc(C3CC3)n2CC)cc1 | 0
COc1ccc(C(C(=O)NCc2ccccc2)N(Cc2ccc3c(c2)OCO3)C(=O)c2cnccn2)cc1 (stereo unspecified) | 0
CC1CCC2(CC1)NC(=O)N(CC(=O)NCc1ccc3c(c1)OCO3)C2=O (stereo unspecified) | 5
COc1cc(CNC(=O)c2cnccn2)cc(OC)c1 | 0
Cc1ccc(OCC(=O)Nc2ccc(S(=O)(=O)Nc3ccccn3)cc2)cc1 | 4
C/C(=N\NC(=O)c1ccc(NS(=O)(=O)c2cccs2)cc1)c1ccc2ccccc2c1 | 2
O/N=C/c1cn(-c2ccccc2)nn1 | 2
Cc1ccc(-n2c(N)c(C(=O)N3CCCCC3)sc2=S)cc1 | -5
CC(C)CCN(C(=O)CCSc1ccc(F)cc1)c1c(N)n(Cc2ccccc2)c(=O)[nH]c1=O | 0
Cc1nnc(NC(=O)C2CCN(c3nnnn3-c3ccccc3)CC2)s1 | 2
CC(C)CNc1nc(Oc2ccc(=O)[nH]n2)nc(N(C)C)n1 | -1
O=CNc1cc(-c2cccc(F)c2)cn2c(-c3ccc(F)c(Cl)c3)cnc12 | 2
Brc1cccc(-c2nnc(SCc3ccon3)n2-c2ccccc2)c1 | -2
CCOc1ccc(NC(=O)Nc2ccc3c(c2)N(C)C(=O)CS3)cc1 | -1
CC(C)c1cc(C(C)C)c(S(=O)(=O)N2CCCC(C(=O)N3CCN(Cc4ccccc4)CC3)C2)c(C(C)C)c1 (stereo unspecified) | -2
O=C(NCCCO)c1ccc(CSc2nc3ccccc3[nH]2)cc1 | 0
CCc1noc(C)c1C(=O)Nc1sc(C(=O)N(C)C)c(C)c1C(=O)OC | 1
CC(C)c1nnc(NC(=O)CCC(=O)NCCc2ccccc2)s1 | 0
O=C(CSc1nnnn1C1CCCCC1)NCc1ccccc1 | 2
CCOc1ccc(/C(CC)=N/NC(=O)C2(C)CC2(Br)Br)cc1 (stereo unspecified) | 1
N#Cc1ccc(Cn2ccc3ccc(-c4ccc5ccn(Cc6ccc(C#N)cc6)c5c4)cc32)cc1 | 6
COc1ccc(OC)c(NC(=O)CCn2cccc2)c1 | 0
O=C(Cn1cnnn1)OCC(=O)c1ccc(Cl)s1 | 1
CCCNC(=O)C(CC)NC(=O)c1cccc([N+](=O)[O-])c1 (stereo unspecified) | -1
Cc1nnc(NCCc2ccccc2)c2ccccc12 | 2

Reprinted from the listing (4 entries):
SMILES | TbREL1 primary
CCCCn1c(N(CCOC(C)=O)C(C)=O)nc2ccccc21 | 0
COc1cc(/C=N/NC(=O)c2cc(-c3ccccc3Cl)nc3ccccc23)cc(OC)c1O | -2
CN(C)c1ccc(CNC(=O)C2(C)Cc3c(-c4ccccc4)ccnc3O2)cc1 (stereo unspecified) | -6
Cc1cc2nnc(SC3CCOC3=O)n2c2ccccc12 (stereo unspecified) | 1

Following part:
SMILES | TbREL1 primary
Cc1ccnc(NC(=O)CSc2ccc3c(c2)OCCO3)c1 | 0
Cc1ccc(O)c(NC(=O)CSc2n[nH]c(C)c2[N+](=O)[O-])c1 | 5
Cn1c(Cn2c(=O)sc3ccccc32)nnc1SCc1cccnc1 | 0
CC(C)[C@H](NC(=O)OC(C)(C)C)c1cc(C(=O)N2CCOCC2)c(N)s1 | -1
CC1CCCC(C)N1CC(O)COc1c(F)cc(Br)cc1F (stereo unspecified) | 4
CC(OC(=O)c1ccco1)C(=O)NC1CCCC1 (stereo unspecified) | 3
CC1(NC(=O)CCNC(=O)c2ccc(C(C)(C)C)cc2)CCS(=O)(=O)C1 (stereo unspecified) | 0
COc1ccc(C(=O)NCCN2C(=O)S/C(=C\c3cccnc3)C2=O)cc1[N+](=O)[O-] | 0
COc1cc2cc(CN(CCCN3CCOCC3)Cc3nnnn3Cc3ccccc3)c(=O)[nH]c2cc1OC | 1
COc1cccc(CNC(=O)Cc2c(C(=O)O)[nH]c3ccccc23)c1 | 1
Nc1[nH]nc2nnc(-c3c(-c4ccccc4)nn4ccccc34)cc12 | 4
CC(=O)OCC1OC(Nc2cccc(C)c2)C(OC(C)=O)C(OC(C)=O)C1OC(C)=O (stereo unspecified) | 6
COCCCn1c(-c2cccc(Cl)c2)nc2c1c(=O)[nH]c(=O)n2Cc1ccccc1 | 4
Cc1onc(-c2ccccc2Cl)c1C(=O)Nc1cccc2nsnc12 | 5
COc1ccc(/C=C/C(=O)OCC(=O)NC2CCCC2)c(OC)c1 | -2
Clc1ccc(Cc2noc(Cc3ccccc3)n2)cc1Cl | 1
O=C(NCc1ccccn1)c1cc2ccccc2oc1=O | 1
COc1nccnc1NS(=O)(=O)c1ccc(NS(=O)(=O)c2ccc(NC(C)=O)cc2)cc1 | 3
O=C(Cn1c(-c2ccccc2)noc1=O)NCc1ccccc1 | 0
c1ccc(CCc2nc(-c3ccccn3)no2)cc1 | 1
O=C(NNS(=O)(=O)c1ccc(F)cc1)c1cc2ccccc2cc1O | -4
COC(=O)C1C(=O)CC(C)(O)C(C(=O)OC)C1c1ccccc1F (stereo unspecified) | 0
COC(=O)c1ccccc1S(=O)(=O)N1CCC(c2nc3ccccc3o2)CC1 | -3
NS(=O)(=O)c1ccc(N/N=C/C=C/c2ccccc2[N+](=O)[O-])cc1 | -1
CC(C)CCNC(=O)c1onc(CSc2nc3ccccc3[nH]2)c1C(=O)NCCC(C)C | 2
Nc1c(C(=O)Nc2ccc(F)cc2)sc(=S)n1-c1ccccc1F | 0
CC(Oc1ccc(Cl)cc1)c1ccnn1S(=O)(=O)c1ccc(Cl)cc1 (stereo unspecified) | 2
Cc1ccc(C)c(-n2nnnc2SCC(=O)Nc2cccc(-c3nnc4n3CCCCC4)c2)c1 | 0
Cc1cc(NCc2ccc(F)cc2Cl)n2nnnc2n1 | 2
COCCN1C(=O)c2ccccc2C1c1nnnn1-c1ccc2c(c1)OCCO2 (stereo unspecified) | -2
CCn1c(SCc2ccc([N+](=O)[O-])cc2)nnc1C(C)NC(=O)c1ccc(C)cc1 (stereo unspecified) | 3
Cc1ccc(NC(=S)N2CCN(CCN3C(=O)c4cccc5cccc(c45)C3=O)CC2)cc1 | -7
COc1cccc(CN(C)C(=O)c2ccc(C)c(S(=O)(=O)N3CCCCC3)c2)c1 | 0
CC(=O)c1cccc(NC(=O)NC(C)C2CCCO2)c1 (stereo unspecified) | -1
